NF-kB neuron act: compounds increasing NF-kB expression in human neuronal cells. AID 1239. NF-kB reporter expression; hits give high values. fold change at 12.5 µM. hit rate 1.6% among 190,000; in the data active = fold change above about 3.3
APP 5'UTR act: activates APP 5'UTR luciferase reporter; SH-SY5Y APP 5'UTR luciferase reporter, luminescence; zero percent = DMSO vehicle wells; activation, % at 2 µM; hit rate 1% among 190,000; AID 1276;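 active = activation above a set limit, based on mean plus 3 SD of controls, cut at about 140% in these data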; note: values of inactives mirror those of a sister screen read the other way
APP 5UTR inh: APP translation inhibition. SH-SY5Y APP 5'UTR-luciferase reporter, luminescence. inhibition, % at 2 µM. hit rate 0.82% among 190,000;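 active = inhibition above a set limit, derived from the sample mean plus 3 SD, cut at about 45% in these data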; note: values of inactives mirror those of a sister screen read the other way
STAT3 activator: increases IL-6 driven STAT3 reporter signal. hit rate 0.91% among 190,000. activation (% of control), % at 5.6 µM. U3A cells, IL-6 STAT3-luciferase reporter, luminescence; 100% = signal with IL-6 EC80 alone;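 active = activation above the screen-wide mean of compound activation plus 3 SD, cut at about 130% in these data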;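 note: 0% = background luminescence of wells with medium and substrate only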
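Test system: STAT3-luciferase reporter U3A cells; Detection: reporter luminescence signal; Times: 1 h compound pre-exposure, 6 h IL-6 stimulation, 37 °C; Benchmarks: IL-6-only high control; Also added: IL-6 stimulus at 33 ng/mL final.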
STAT1 act: increases IFN-gamma driven STAT1 reporter signal; NIH 3T3 STAT1-luciferase reporter, luminescence; 100% = IFN-gamma alone, no compound; activation (% of control), % at 5.5 µM; hit rate 2.6% among 200,000; AID 932;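 active = activation above the screen-wide mean activation plus 3 SD, cut at about 130% in these data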;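 note: raw ratio to IFN-gamma control signal so 100% means no change and 0% no light; values of inactives mirror those of a sister screen read the other way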
STAT1 inh: reduces IFN-gamma driven STAT1 reporter signal. NIH 3T3 STAT1-luciferase reporter, luminescence. inhibition, % at 5.5 µM. hit rate 0.35% among 200,000. AID 920;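 active = inhibition above a set limit, the mean inhibition across all tested compounds plus 3 SD, cut at about 34% in these data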;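 note: 0% = IFN-gamma with DMSO and 100% = IFN-gamma with 300 µM nifuroxazide; values of inactives mirror those of a sister screen read the other way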
STAT3 blocker: inhibitors of IL-6 induced STAT3 signaling. U3A cells, IL-6 STAT3-luciferase reporter, luminescence; host cell line lacks STAT1. inhibition, % at 5.5 µM. hit rate 0.89% among 190,000. AID 862;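 active = inhibition above the mean inhibition across all screened compounds plus 3 SD, cut at about 44% in these data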;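 note: 0% = DMSO only wells and 100% = 100 µM nifuroxazide control wells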
FLuc inh counter: Photinus pyralis luciferase inhibition counter-screen. ATPLite firefly luciferase biochemical luminescence, 10 min. hit rate 1.5% among 200,000. inhibition, % at 10 µM;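 active = inhibition above about 50% when tested at 10 µM, limit read from the data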
Target sequence (P08659 whole entry, looked up): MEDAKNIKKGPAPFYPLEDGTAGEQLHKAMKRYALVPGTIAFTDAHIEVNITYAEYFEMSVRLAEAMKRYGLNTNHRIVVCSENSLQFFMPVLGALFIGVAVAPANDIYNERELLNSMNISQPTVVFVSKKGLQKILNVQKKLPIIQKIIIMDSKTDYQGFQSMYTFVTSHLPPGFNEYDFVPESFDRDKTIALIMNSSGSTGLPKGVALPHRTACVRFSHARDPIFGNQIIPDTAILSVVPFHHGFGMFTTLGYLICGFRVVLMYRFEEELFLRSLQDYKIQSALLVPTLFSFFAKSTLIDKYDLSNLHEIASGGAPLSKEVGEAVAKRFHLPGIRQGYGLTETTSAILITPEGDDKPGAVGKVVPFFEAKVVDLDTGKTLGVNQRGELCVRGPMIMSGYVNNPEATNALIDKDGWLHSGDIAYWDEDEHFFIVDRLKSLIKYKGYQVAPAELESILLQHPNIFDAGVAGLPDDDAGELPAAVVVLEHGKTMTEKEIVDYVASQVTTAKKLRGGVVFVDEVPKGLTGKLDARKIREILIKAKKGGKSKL
ROMK primary: modulators of human ROMK potassium channel. hit rate 2% among 130,000. AID 1918. P48048. Tet-inducible ROMK, thallium flux fluorescence; actives lie on both sides. B-score at 10 µM;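 active = signal ratio slope over the read window, or its plate-corrected B-score, at least 3 SD from the plate mean, either direction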;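 note: B-score of the F/F0 ratio slope over 7 to 12 s after thallium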
Target sequence (P48048 whole entry, looked up): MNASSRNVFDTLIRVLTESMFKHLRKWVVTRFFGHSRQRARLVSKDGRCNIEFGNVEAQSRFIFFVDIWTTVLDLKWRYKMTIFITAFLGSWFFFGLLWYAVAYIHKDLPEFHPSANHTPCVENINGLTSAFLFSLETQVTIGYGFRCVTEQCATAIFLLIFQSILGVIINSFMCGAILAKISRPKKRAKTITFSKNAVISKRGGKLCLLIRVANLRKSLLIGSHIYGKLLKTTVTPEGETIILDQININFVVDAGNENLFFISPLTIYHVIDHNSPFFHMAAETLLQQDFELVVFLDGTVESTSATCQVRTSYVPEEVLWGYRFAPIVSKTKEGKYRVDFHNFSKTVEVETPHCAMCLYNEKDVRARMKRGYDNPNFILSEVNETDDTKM
FLuc stim CS: affects firefly luciferase, flagging false hits in luciferase stimulation screens; ATPlite luciferase biochemical, luminescence, 10 min; 0 = ATP-free wells, 1 = DMSO control; activation factor at 10 µM; 200,000 tested, under 10 active; AID 1027;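 active = luciferase activation factor, scaled between plate controls, of at least 2 with compound at 10 µM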
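Assay system: Luciferase/luciferin detection reagent, cell-free biochemical luciferase assay / Also added: ATP substrate / Schedule: 10 min at ambient temperature / Measured by: luminescence measurement of luciferase light output / Benchmarks: low control with PBS replacing ATP, high control enzyme plus ATP without compound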
* marks the source's active call; other numbers are inactive results; x = no result given.

Order of values – APP 5UTR inh	FLuc stim CS	FLuc inh counter	STAT1 inh	NF-kB neuron act	STAT3 activator	ROMK primary	STAT1 act	APP 5'UTR act	STAT3 blocker
O=S(=O)(c1ccccc1)N1CCN=C1SCc1cccc(Cl)c1
  -1.5	1	-4.1	-2.4	1.09	107.9	-0.156	104.5	1.5	-12.6
Cc1ccc(-n2c(Cl)c(Cl)nc(Cl)c2=O)cc1
  96.8*	1	-2.8	-17.2	0.35	110.0	-4.72*	115.2	-96.8	-7.4
COc1cc(Cl)c(C)cc1NC(=O)COC(=O)/C=C/c1c(C)nn(C2CCS(=O)(=O)C2)c1Cl (configuration not stated)
  11.7	1.1	-6.5	-1.2	1.12	96.4	0.786	101.1	-11.7	4.4
COc1ccc(-n2c(C)cc(/C=C3/SC(=O)N(CC(=O)N4CCOCC4)C3=O)c2C)cc1
  -20.6	0.7	28.4	-0.1	1.25	116.1	0.144	102.4	20.6	-23.0
COc1ccc(/C=N/NS(=O)(=O)c2ccc(C)cc2)cc1OC(=O)c1ccc(C)cc1
  13.9	1	0.0	7.9	1.19	101.3	1.04	92.7	-13.9	4.5
C/C(CC(=O)NC12CC3CC(CC(C3)C1)C2)=N\NC(=O)Cc1cccs1
  x	1	-3.1	8.8	1.17	80.5	-1.89	92.1	x	23.1
CCN(CC)c1ccc(NC(=O)c2cccc(C)c2OC)c(C)c1
  -98.0	0.8	17.9	-57.4	4.15*	96.9	x	152.5*	98.0	9.2
CCN(CCO)c1ncnc2c1sc1nc(CC(C)C)c3c(c12)CC(C)(C)OC3
  -2.4	1.1	-6.0	-3.8	0.34	116.6	x	103.4	2.4	-17.6
CC(=O)C1=C(C)NC(=O)NC1c1cccc(O)c1 (configuration not stated)
  -4.6	1	3.3	-1.7	0.87	101.6	0.0484	101.6	4.6	1.8
CN(C(=O)COC(=O)c1ccc[nH]c1=O)C1CCCCC1
  -6.3	1	-3.6	4.8	1.49	100.1	0.102	95.4	6.3	1.9
Cc1ccccc1C1N(c2nccs2)C(=O)C2CCCN21 (configuration not stated)
  -18.5	1	-0.2	-2.6	1.06	100.6	-0.768	101.0	18.5	1.2
CC(=O)N1C(=O)N(C)C2C1N(C(C)=O)C(=O)N2C (configuration not stated)
  -2.4	1	-3.9	-1.4	1.05	93.2	x	101.3	2.4	11.9
CC(C)OC(=O)C(C(=O)C(F)(F)F)c1cc(NS(=O)(=O)c2ccc3ccccc3c2)c2ccccc2c1O (configuration not stated)
  5.7	1	-3.8	12.2	0.88	127.3	x	88.9	-5.7	-32.1
CC(C)NS(=O)(=O)c1cc(C(=O)O)ccc1Cl
  4.1	1	-1.9	-7.4	1.13	106.8	-0.00367	106.7	-4.1	-3.9
CCOC(=O)c1sc(=S)n(-c2ccc(Cl)cc2)c1SC
  -15.9	1.1	-10.6	12.7	1.1	88.3	x	88.5	15.9	19.8
COc1ccc(CNC(=O)C2CCC(CNS(=O)(=O)c3cccc4nsnc34)CC2)cc1 (configuration not stated)
  -14.5	1	-2.8	4.9	0.91	93.1	x	95.5	14.5	16.6
NC1=NC(=Nc2ccccc2)c2ccccc21
  -1.4	1	-0.7	9.0	1.02	102.1	x	91.8	1.4	7.5
COc1ccc(/C=N/NC(=O)c2cccc([N+](=O)[O-])c2)cc1OC
  8.4	1	-2.3	-9.3	1.04	103.0	-0.0622	107.5	-8.4	3.9
COc1ccc(OC)c(-n2cnc3cc(C(=O)NCCCN4CCOCC4)ccc32)c1
  -8.1	1	0.0	0.7	1.14	110.1	-0.763	99.4	8.1	-8.4
CC1(c2ccccc2)NC(=O)N(CC(=O)NC(=O)NC2CCCC2)C1=O (configuration not stated)
  -8.6	1.1	-6.2	-0.2	0.91	103.9	x	100.2	8.6	-0.4
COC1(OC)N=C(N)C2(C#N)C(c3cccc(Oc4ccccc4)c3)C12C#N (configuration not stated)
  15.7	1	1.2	2.0	1.03	114.4	0.401	98.2	-15.7	-12.1
Cc1cc(C)nc(N2CCN(CC(=O)NCc3ccccc3)CC2)n1
  -4.9	1.1	-6.5	-3.6	1.07	108.2	x	103.2	4.9	-9.0
O=C(OCC(=O)c1c[nH]c2ccccc12)c1cccc(O)c1
  -97.7	0.8	19.7	6.3	5.31*	122.1	0.0588	93.7	97.7	-25.1
O=C(NCC1CCCO1)C(c1ccc(F)cc1)N(C(=O)Cn1nnc(-c2ccc(F)cc2)n1)c1cccc(O)c1 (configuration not stated)
  -17.7	1.1	-9.4	-2.8	0.73	98.0	-0.495	100.6	17.7	9.3
O=C(CSc1ncnc2c1oc1ccccc12)Nc1ccccc1C(F)(F)F
  4.7	1	-4.9	-2.5	1.13	100.9	x	103.2	-4.7	-0.9
COCCn1c(N)c(C#N)c2nc3ccccc3nc21
  -11.4	1.1	-6.3	-0.9	0.98	93.1	x	100.8	11.4	11.5
Cc1ccccc1CSc1nc2ccccc2c(=O)[nH]1
  -14.4	1.1	-6.2	-5.6	1.19	86.4	-0.582	105.0	14.4	18.6
CC(C)Sc1nnc([C@H](Cc2c[nH]c3ccccc23)NC(=O)OC(C)(C)C)o1
  -7.6	1.1	-6.3	-0.3	0.99	105.8	-0.713	100.2	7.6	-2.2
CCCc1cc(=O)[nH]c(SCC)n1
  2.0	1	-0.7	9.9	1.17	105.7	0.429	91.0	-2.0	-3.5
CN(C)S(=O)(=O)c1ccc(C(=O)Nc2ccc(OCC(=O)N3CCOCC3)cc2)cc1
  -15.2	0.7	28.6	3.0	1.16	97.3	x	97.2	15.2	9.2

Reprinted from the part before: three compounds, followed by the next part.
Order of values – APP 5UTR inh	FLuc stim CS	FLuc inh counter	STAT1 inh	NF-kB neuron act	STAT3 activator	ROMK primary	STAT1 act	APP 5'UTR act	STAT3 blocker
CC(C)Sc1nnc([C@H](Cc2c[nH]c3ccccc23)NC(=O)OC(C)(C)C)o1
  -7.6	1.1	-6.3	-0.3	0.99	105.8	-0.713	100.2	7.6	-2.2
CCCc1cc(=O)[nH]c(SCC)n1
  2.0	1	-0.7	9.9	1.17	105.7	0.429	91.0	-2.0	-3.5
CN(C)S(=O)(=O)c1ccc(C(=O)Nc2ccc(OCC(=O)N3CCOCC3)cc2)cc1
  -15.2	0.7	28.6	3.0	1.16	97.3	x	97.2	15.2	9.2
CC(C)(C)OC(=O)NCCCC[C@H](NC(=O)c1nc[nH]c1C(=O)NC(c1ccccc1)c1ccccc1)C(=O)OC(C)(C)C
  -7.6	1	-1.4	9.4	0.88	x	x	92.6	7.6	x
Cc1ccc(CSc2nc3ccncc3[nH]2)cc1
  -147.5	0	98.0*	71.5*	5.19*	20.8	x	35.2	147.5*	100.0*
CCOC(=O)CCCSc1nc2sc3c(c2c(=O)[nH]1)CCC3
  -4.0	1	-4.2	-6.0	1	100.9	0.702	105.6	4.0	-0.8
CC1CCCCN1S(=O)(=O)c1ccc(C(=O)Nc2nnc(-c3ccncc3)o2)cc1 (configuration not stated)
  2.4	1	4.0	-4.7	0.89	108.7	-1.36	102.7	-2.4	1.4
CC1CCC(C(C)C)C(OP(=O)(c2ccc(N(C)C)cc2)C(O)c2cccnc2)C1 (configuration not stated)
  9.0	1.1	-7.6	3.4	0.94	85.3	-0.323	96.9	-9.0	20.2
COC(=O)c1cccc(NC(=O)Nc2ccccc2OC)c1
  -34.9	0.8	18.1	-16.1	1.34	116.8	-0.595	112.7	34.9	-13.7
Cc1ccc(-c2cc(=O)c3cc(F)ccc3[nH]2)cc1
  -6.1	0.8	19.5	-4.1	1.82	106.1	0.956	103.7	6.1	-10.1
O=S(=O)(c1ccccc1)N(CC1CO1)c1cccc2ccccc12 (configuration not stated)
  8.8	1.1	-9.3	1.1	1.7	102.6	-0.187	97.1	-8.8	0.5
S=C(Nc1ccccc1Cl)N1CCCCCC1
  -5.6	1.1	-7.0	-9.5	1.62	96.2	0.227	108.8	5.5	10.0
COc1ccccc1N(C)S(=O)(=O)c1ccc(C(=O)N2CCC(C(N)=O)CC2)cc1
  5.7	1	-1.6	-2.0	1.1	97.4	-0.0163	101.9	-5.7	3.4
Cc1cc(C)c(-c2cc(C(F)(F)F)no2)c(=O)[nH]1
  2.8	1.1	-6.5	-2.3	1.16	80.4	-0.147	102.1	-2.8	25.8
CCCCCC(=O)NC(=S)Nc1ccc2oc(=O)ccc2c1
  11.6	1.1	-5.5	2.4	0.99	90.0	-0.587	96.5	-11.6	19.0
COc1cccc(NC(=O)NCCCN2CCN(c3ccc(F)cc3)CC2)c1
  10.7	1.1	-6.0	4.5	0.99	94.5	x	95.9	-10.7	10.5
CCN(CC)CCCOC(=O)C1(c2ccccc2)CCCC1
  19.5	1.1	-6.2	-2.1	1.27	101.8	-0.0711	101.9	-19.5	3.9
CC(C)(C)NC(=O)C(c1ccncc1)N(C(=O)Cn1nnc(-c2ccc(F)cc2)n1)c1ccccc1 (configuration not stated)
  -34.5	1	-1.2	-3.5	1.29	106.0	x	101.7	34.5	-4.7
CCCCn1c(=O)n(CC(=O)NCc2ccc(C)cc2)c(=O)c2c1nc(CO)n2CCC
  -2.4	1	-3.2	-2.0	0.7	101.9	-0.834	101.8	2.4	2.8
O=C(c1cccs1)N1CCN=C1SCc1cccnc1
  -15.1	1.1	-7.7	0.0	1.08	82.6	-0.353	100.0	15.1	22.0
N/C(=N/O)c1cccn1Cc1ccccc1[N+](=O)[O-]
  8.4	1.1	-5.7	-9.2	1.44	99.9	0.321	106.8	-8.4	4.5
O=C(NCc1ccco1)c1cc2ccc(O)cc2oc1=O
  -10.9	0.7	25.7	11.0	1.23	88.3	x	90.0	10.9	18.3
O=C(Nc1ccccc1O)c1nc(Cl)ccc1Cl
  -40.6	1	-0.2	9.2	1.03	155.9*	-0.384	91.3	40.6	-58.3
Cc1cccc(C(=O)OCC(=O)Nc2sc3c(c2C#N)CCC3)c1
  -1.3	1.1	-6.7	2.3	1.02	106.2	-0.317	98.0	1.3	-10.0
CCc1cc(C(=O)N2CCCC(CCC(=O)NCc3cccc(OC)c3)C2)no1 (configuration not stated)
  7.8	1.1	-5.1	-8.0	1.46	99.0	0.881	105.5	-7.8	6.2
O=C(Nc1cccc(Cl)c1)Nc1nc(-c2ccccc2)cs1
  -34.4	1	1.3	0.0	1.48	89.3	0.533	98.6	34.4	15.2
CC(=O)OCCN(Cc1ccccc1)Cc1ccc2c(c1)OCO2
  -16.4	1	-4.8	4.5	1.16	103.7	x	95.9	16.4	4.6
Cc1cc(C(F)(F)F)c(C#N)c(SCC(=O)NC(C)(C)C)n1
  -4.2	1	-4.1	-2.3	1.03	101.2	-0.526	100.4	4.2	2.9
Oc1c(C(c2ccco2)N2CCOCC2)sc2ncnn12 (configuration not stated)
  -5.9	1	-2.1	-2.5	1.29	102.8	x	102.2	5.9	5.7
COc1ccc(CC(NC(C)=O)C(=O)NC2CCN(C(=O)NCc3ccccc3)CC2)cc1OC (configuration not stated)
  12.3	1	0.1	-0.6	1.14	104.7	x	100.6	-12.3	6.0
